Screening results from PubChem BioAssay.
HTR1A agonist: agonists of human 5-HT1a serotonin receptor. P08908. CHO 5-HT1a Ga15 NFAT-bla reporter, FRET ratio; 0% basal, 100% maximal reference agonist. activation, % at 10 µM. 0.56% of 65,000 active. AID 567;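 active means activation above the screen-wide mean activation plus 3 SD, cut at about 19% in these data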;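 further: 0% = DMSO wells and 100% = 5-CT at EC100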
Target sequence (P08908 whole entry, looked up): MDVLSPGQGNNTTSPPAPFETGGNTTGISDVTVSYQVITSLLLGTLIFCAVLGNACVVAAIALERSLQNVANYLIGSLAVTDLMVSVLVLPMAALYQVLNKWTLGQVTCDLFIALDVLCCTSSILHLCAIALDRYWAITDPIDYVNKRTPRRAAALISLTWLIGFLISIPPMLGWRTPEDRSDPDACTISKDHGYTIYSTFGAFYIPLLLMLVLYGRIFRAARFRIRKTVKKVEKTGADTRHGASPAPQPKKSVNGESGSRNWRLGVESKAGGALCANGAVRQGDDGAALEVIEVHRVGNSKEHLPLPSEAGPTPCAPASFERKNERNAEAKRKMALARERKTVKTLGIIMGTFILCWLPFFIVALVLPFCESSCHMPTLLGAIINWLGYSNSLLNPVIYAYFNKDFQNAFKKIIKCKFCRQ
HTR1E antagonist: 5-HT1E (human) receptor antagonism. P28566. CHO 5-HT1E Ga15 NFAT-bla reporter, FRET, antagonist. inhibition, % at 6 µM. 0.99% of 65,000 active. AID 571;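 active means inhibition above a set limit, the mean inhibition across every tested compound plus 3 SD, cut at about 29% in these data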;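 further: signal is the 460 over 535 nm emission ratio of beta-lactamase substrate; 0% = agonist plus DMSO wells and 100% = wells without agonist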
Target sequence (P28566 whole entry, looked up): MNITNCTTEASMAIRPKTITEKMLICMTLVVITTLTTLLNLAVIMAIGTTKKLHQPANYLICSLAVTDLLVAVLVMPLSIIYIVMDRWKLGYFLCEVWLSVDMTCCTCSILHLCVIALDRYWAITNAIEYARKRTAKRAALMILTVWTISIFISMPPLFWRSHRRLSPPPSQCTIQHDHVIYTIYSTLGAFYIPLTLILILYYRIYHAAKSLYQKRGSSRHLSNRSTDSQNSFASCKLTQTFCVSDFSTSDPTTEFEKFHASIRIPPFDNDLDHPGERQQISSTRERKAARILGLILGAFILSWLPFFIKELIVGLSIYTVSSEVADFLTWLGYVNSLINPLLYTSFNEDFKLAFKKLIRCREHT
5-HT1A blocker: antagonists of human 5-HT1a serotonin receptor | AID 612 | 0.68% of 62,000 active | inhibition, % at 10 µM | P08908 | CHO 5-HT1a Ga15 NFAT-bla reporter, antagonist mode;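 active means inhibition above the mean of all tested compounds plus 3 SD, cut at about 43% in these data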;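 further: receptor stimulated by 5-CT agonist at 100 nM near EC80; beta-lactamase reporter measured by ratiometric fluorescence of a cleavable substrate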
HEK293 NFkB inh: lowers PMA/ionomycin-induced NF-kB signal in HEK293 cells | HEK-293 NF-kB luciferase reporter, luminescence | inhibition, % at 3 µM | 0.21% of 62,000 active;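 active means inhibition above the mean of all tested compounds plus 3 SD, cut at about 40% in these data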;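 further: 0% = stimulated DMSO wells and 100% = 10 µM reference inhibitor 5653914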
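Timing: 1 h pretreatment, 16 h stimulation, 37 °C; system: HEK-293 cells with stable firefly luciferase reporter driven by four HIV NF-kB elements; doses: 3 µM once, 0.30% DMSO; measured by: luciferase luminescence; control set: DMSO and 10 µM reference inhibitor; repeats: single test; reagent: PMA plus ionomycin mix as NF-kB-activating stimulus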
Jurkat tox 60K: cytotoxicity toward Jurkat cells. Jurkat E6.1 viability, ATP luminescence, 48 h. inhibition, % at 4 µM. 1.2% of 56,000 active;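 active means inhibition above the mean inhibition of all tested compounds plus 3 SD, cut at about 28% in these data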
D1 allo mod: allosterically modulates the human D1 dopamine receptor. P21728. 5.9% of 58,000 active. B-score at 10 µM. AID 641. HEK293 D1, CRE-luciferase, dopamine EC30 potentiation; actives deviate in either direction;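 active means luminescence count or its row- and column-corrected plate score outside the 99.7% band of the plate's sample wells, on either side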
S1P3 ag: activates the human S1P3 receptor | activation, % at 4.5 µM | S1P3 NFAT-BLA reporter cells, agonism, FRET ratio; relative to 1 µM S1P, basal subtracted | AID 373 | 0.1% of 60,000 active;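 active means activation above the screen-wide mean plus 3 SD, cut at about 4.5% in these data, passing the limit was not always enough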; further: some compounds called inactive have numbers as strong as hits
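Assay system: stable CHO line with human S1P3, Gα16, NFAT-BLA reporter; Detection: FRET β-lactamase substrate fluorescence, excitation 405 nm, 460/535 nm emission ratio, background-subtracted; Read-out: percent activation versus median 1 µM S1P response, basal-subtracted, per plate; Incubation: cells plated overnight, compound 4 h 37 °C, substrate 2 h RT.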
HTR1E agonist: agonists of human 5-HT1E serotonin receptor; P28566; CHO 5-HT1E Ga15 NFAT-bla reporter, FRET; 0% DMSO wells, 100% control agonist wells; activation, % at 6 µM; 0.69% of 65,000 active; AID 574;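 active means activation above a set limit, the screen-wide mean activation plus 3 SD, cut at about 8.5% in these data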;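 further: 100% = positive control agonist at 1 µM giving full maximal response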
S1P1 ag-PAM: agonists and agonism potentiators of human S1P1 receptor; activation, % at 9.5 µM; AID 449; 0.57% of 56,000 active; S1P1 CRE-bla cells, forskolin, beta-lactamase FRET, potentiator mode; S1P1 agonist co-added at EC20, 2 nM; 100% = saturating reference agonist, 0% = basal;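 active means activation above a cutoff set at the mean activation of all tested compounds plus 3 SD, cut at about 54% in these data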;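 further: forskolin at 4 µM as EC80 and the EC20 agonist is SEW2871; 100% = SEW2871 at its EC100 plus forskolin at EC80; some compounds past the cut are filed as inactive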
* = called active by the depositor.

What do the screens show for `Cc1cc(C)nc(N2CCC(C(=O)O)CC2)n1`?
HTR1A agonist: -0.2; HTR1E antagonist: -9; 5-HT1A blocker: -11; HEK293 NFkB inh: 5; Jurkat tox 60K: -4; D1 allo mod: -0.83; S1P3 ag: -0.1; HTR1E agonist: -0.2; S1P1 ag-PAM: 6

How did O=C(CCSc1nccn1Cc1ccccc1)N1CCOCC1 do in these assays?
HTR1A agonist: 0.5; HTR1E antagonist: -5; 5-HT1A blocker: 1; HEK293 NFkB inh: 19; Jurkat tox 60K: -3; D1 allo mod: 0.52; S1P3 ag: -0.7; HTR1E agonist: -0.3; S1P1 ag-PAM: -2

What do the screens show for `COc1ccc(NC(=O)N2CCC(c3ccccc3)C2)c(OC)c1` (stereo not drawn)?
HTR1A agonist: -0.9; HTR1E antagonist: -5; 5-HT1A blocker: -78; HEK293 NFkB inh: 15; Jurkat tox 60K: 3; D1 allo mod: -0.035; S1P3 ag: -2.0; HTR1E agonist: 0.9; S1P1 ag-PAM: 1

What do the screens show for `NC(Cc1ccc(Oc2ccc(O)cc2)cc1)C(=O)O` (stereo not drawn)?
HTR1A agonist: -2.0; HTR1E antagonist: 0; D1 allo mod: 0.16; S1P3 ag: -2.7; HTR1E agonist: -0.6; S1P1 ag-PAM: 14

Results for COc1ccc(N2CCN(C(=O)CSc3nnc(COc4cccc5cccnc45)o3)CC2)cc1 ?
HTR1A agonist: -0.3; HTR1E antagonist: 3; 5-HT1A blocker: -8; HEK293 NFkB inh: 15; Jurkat tox 60K: 0; D1 allo mod: -0.4; S1P3 ag: 0.1; HTR1E agonist: -0.5; S1P1 ag-PAM: -20

How did O=C1CCCc2c1cc(C(=O)NC1CCSC1=O)c(=O)n2-c1ccccc1 (stereo not drawn) do in these assays?
HTR1A agonist: -0.3; HTR1E antagonist: 21; 5-HT1A blocker: -7; HEK293 NFkB inh: 9; D1 allo mod: -0.51; HTR1E agonist: -0.1

How did CCOc1ccc(C2C(C#N)=C(N)Oc3nc[nH]c(=O)c32)cc1OC (stereo not drawn) do in these assays?
HTR1A agonist: -3.1; HTR1E antagonist: 1; 5-HT1A blocker: 2; HEK293 NFkB inh: 10; Jurkat tox 60K: 2; D1 allo mod: -0.44; S1P3 ag: -1.7; HTR1E agonist: -0.7; S1P1 ag-PAM: 3

How did O=C(NC1CCCCC1)C1CCCN(S(=O)(=O)c2cnc[nH]2)C1 (stereo not drawn) do in these assays?
HTR1A agonist: -1.0; HTR1E antagonist: 18; 5-HT1A blocker: 13; HEK293 NFkB inh: 16; Jurkat tox 60K: 2; D1 allo mod: 0.059; S1P3 ag: 1.0; HTR1E agonist: -0.8; S1P1 ag-PAM: -2

Results for COC(=O)CN1C(=O)C2(C(C#N)=C(N)Oc3cc(C)oc(=O)c32)c2ccccc21 (stereo not drawn) ?
HTR1A agonist: -1.2; HTR1E antagonist: 6; 5-HT1A blocker: 4; HEK293 NFkB inh: -1; Jurkat tox 60K: -2; D1 allo mod: -0.98; S1P3 ag: 0.4; HTR1E agonist: -0.3; S1P1 ag-PAM: -26

How did O=C(O)CCc1nn2cc(-c3ccccc3)nc2[nH]c1=O do in these assays?
HTR1A agonist: -0.7; HTR1E antagonist: -5; S1P3 ag: -1.3; HTR1E agonist: 2.0; S1P1 ag-PAM: 11

What do the screens show for `COc1ccc(N(Cc2cc3cc(OC)ccc3[nH]c2=O)C(=O)c2cccnc2)cc1`?
HTR1A agonist: -2.5; HTR1E antagonist: -15; 5-HT1A blocker: -6; HEK293 NFkB inh: -5; Jurkat tox 60K: 0; D1 allo mod: 2.5; S1P3 ag: -1.5; HTR1E agonist: 1.5; S1P1 ag-PAM: -35

What do the screens show for `O=C(O)CCSc1nnc(-c2ccncc2)n1-c1ccccc1`?
HTR1A agonist: -1.3; HTR1E antagonist: 5; 5-HT1A blocker: -15; HEK293 NFkB inh: 10; Jurkat tox 60K: 3; D1 allo mod: -0.095; S1P3 ag: -0.6; HTR1E agonist: 0.5; S1P1 ag-PAM: -15

How did CCOc1ccc(OCC)c(NC(=O)CSCC(=O)O)c1 do in these assays?
HTR1A agonist: -2.7; HTR1E antagonist: 8; 5-HT1A blocker: -4; HEK293 NFkB inh: 5; Jurkat tox 60K: 11; D1 allo mod: -0.12; S1P3 ag: -0.9; HTR1E agonist: -0.2; S1P1 ag-PAM: -18

How did CCCCC(=O)N(CCOC)c1nnc(-c2ccc(OC)cc2)s1 do in these assays?
HTR1A agonist: -0.7; HTR1E antagonist: 22; 5-HT1A blocker: 17; HEK293 NFkB inh: 6; Jurkat tox 60K: 3; D1 allo mod: 0.038; S1P3 ag: -0.3; HTR1E agonist: 0.0; S1P1 ag-PAM: 17

Results for CCn1nnc(NC(=O)c2c(OC)cccc2OC)n1 ?
HTR1A agonist: 0.5; HTR1E antagonist: -8; 5-HT1A blocker: -5; HEK293 NFkB inh: 10; Jurkat tox 60K: -4; D1 allo mod: -0.27; S1P3 ag: -0.3; HTR1E agonist: -0.9; S1P1 ag-PAM: -7

Results for O=C(CS(=O)(=O)Cc1ccccc1)N1CCc2ccccc21 ?
HTR1A agonist: -0.8; HTR1E antagonist: 1; 5-HT1A blocker: 8; HEK293 NFkB inh: 0; Jurkat tox 60K: -6; D1 allo mod: 1.3; S1P3 ag: -1.8; HTR1E agonist: -0.7; S1P1 ag-PAM: 4

Results for Cc1onc(-c2ccccc2)c1C(=O)N1CCCN(C(=O)c2c(-c3ccccc3)noc2C)CC1 ?
HTR1A agonist: 0.0; HTR1E antagonist: 8; 5-HT1A blocker: 9; HEK293 NFkB inh: 11; Jurkat tox 60K: -2; D1 allo mod: 0.18; S1P3 ag: -1.5; HTR1E agonist: -0.5; S1P1 ag-PAM: 0

How did O=C(NC1CCS(=O)(=O)C1)c1ccc(S(=O)(=O)NCC2CCCO2)cc1 (stereo not drawn) do in these assays?
HTR1A agonist: -1.5; HTR1E antagonist: 8; 5-HT1A blocker: 2; HEK293 NFkB inh: 15; Jurkat tox 60K: 8; D1 allo mod: 1.2; S1P3 ag: -1.5; HTR1E agonist: -0.9; S1P1 ag-PAM: 2

What do the screens show for `COc1ccc(-c2c(C(F)(F)F)oc3c(CN4CCN(C)CC4)c(O)ccc3c2=O)cc1`?
HTR1A agonist: 4.8; HTR1E antagonist: -15; 5-HT1A blocker: -15; HEK293 NFkB inh: 2; Jurkat tox 60K: 1; D1 allo mod: 0.44; S1P3 ag: -1.6; HTR1E agonist: 1.0; S1P1 ag-PAM: 3

Results for CC(=O)Nc1ccc(S(=O)(=O)n2nc(C)cc2C)cc1 ?
HTR1A agonist: 1.1; HTR1E antagonist: 6; 5-HT1A blocker: -17; HEK293 NFkB inh: 16; Jurkat tox 60K: 1; D1 allo mod: 0.65; S1P3 ag: -0.3; HTR1E agonist: 0.1; S1P1 ag-PAM: -8

Results for O=C(C1CC1(c1ccccc1)c1ccccc1)N1CCOCC1 (stereo not drawn) ?
HTR1A agonist: 0.1; HTR1E antagonist: -7; D1 allo mod: 0.16; S1P3 ag: -1.1; HTR1E agonist: -0.2; S1P1 ag-PAM: -4

What do the screens show for `O=C1CN(C(=O)COC(=O)C2=COCCO2)c2ccccc2N1`?
HTR1A agonist: -0.7; HTR1E antagonist: -1; 5-HT1A blocker: -2; HEK293 NFkB inh: 8; Jurkat tox 60K: -2; D1 allo mod: -0.19; S1P3 ag: 0.6; HTR1E agonist: 0.3; S1P1 ag-PAM: -8

How did CCn1c(SCC(=O)N2CCCC2)nc2c1c(=O)n(C)c(=O)n2C do in these assays?
HTR1A agonist: 0.5; HTR1E antagonist: -1; 5-HT1A blocker: -3; HEK293 NFkB inh: 11; Jurkat tox 60K: 6; D1 allo mod: 1.2; S1P3 ag: -1.2; HTR1E agonist: 1.4; S1P1 ag-PAM: -12

How did Cc1ccc(-c2cc(C(=O)NCc3ccc4c(c3)OCO4)no2)cc1 do in these assays?
HTR1A agonist: 1.7; HTR1E antagonist: -2; 5-HT1A blocker: -12; HEK293 NFkB inh: 18; Jurkat tox 60K: 1; D1 allo mod: -0.73; S1P3 ag: -1.6; HTR1E agonist: 0.9; S1P1 ag-PAM: -7

How did Cc1cc(OCC(=O)Nn2cnnc2)ccc1Br do in these assays?
HTR1A agonist: -3.2; HTR1E antagonist: 5; S1P3 ag: -0.1; HTR1E agonist: -0.5; S1P1 ag-PAM: -18

How did Cc1cc(C)c2[nH]c(=O)c(C(c3nnnn3Cc3ccc4c(c3)OCO4)N3CCCC3)cc2c1 (stereo not drawn) do in these assays?
HTR1A agonist: -1.6; HTR1E antagonist: 8; 5-HT1A blocker: -6; HEK293 NFkB inh: 6; Jurkat tox 60K: 5; D1 allo mod: 0.23; S1P3 ag: -1.1; HTR1E agonist: -1.0; S1P1 ag-PAM: 20

How did COCCn1cnc2c1c(=O)n(CC(=O)c1ccc3c(c1)OCCO3)c(=O)n2Cc1ccccc1 do in these assays?
HTR1A agonist: -0.2; HTR1E antagonist: -4; 5-HT1A blocker: 7; HEK293 NFkB inh: 15; Jurkat tox 60K: 0; D1 allo mod: 2.5; S1P3 ag: -0.6; HTR1E agonist: -0.4; S1P1 ag-PAM: -38

How did CC1CCCN(C(=O)CSc2nnc(-c3ccc(S(=O)(=O)N4CCOCC4)cc3)n2C)C1 (stereo not drawn) do in these assays?
HTR1A agonist: -0.1; HTR1E antagonist: -5; 5-HT1A blocker: -6; HEK293 NFkB inh: 31; Jurkat tox 60K: 7; D1 allo mod: -0.2; S1P3 ag: -1.0; HTR1E agonist: 0.3; S1P1 ag-PAM: -3

How did CN1CCN(C(=O)c2ccc(N(Cc3ccc(Cl)cc3)S(C)(=O)=O)cc2)CC1 do in these assays?
HTR1A agonist: -0.6; HTR1E antagonist: 2; 5-HT1A blocker: 11; HEK293 NFkB inh: 14; Jurkat tox 60K: -1; D1 allo mod: -0.04; S1P3 ag: -0.5; HTR1E agonist: -1.7; S1P1 ag-PAM: -1

Some of these compounds in order of SMILES length, descending:
How did Cc1cc(C)c2[nH]c(=O)c(C(c3nnnn3Cc3ccc4c(c3)OCO4)N3CCCC3)cc2c1 (stereo not drawn) do in these assays?
HTR1A agonist: -1.6; HTR1E antagonist: 8; 5-HT1A blocker: -6; HEK293 NFkB inh: 6; Jurkat tox 60K: 5; D1 allo mod: 0.23; S1P3 ag: -1.1; HTR1E agonist: -1.0; S1P1 ag-PAM: 20

What do the screens show for `COc1ccc(N(Cc2cc3cc(OC)ccc3[nH]c2=O)C(=O)c2cccnc2)cc1`?
HTR1A agonist: -2.5; HTR1E antagonist: -15; 5-HT1A blocker: -6; HEK293 NFkB inh: -5; Jurkat tox 60K: 0; D1 allo mod: 2.5; S1P3 ag: -1.5; HTR1E agonist: 1.5; S1P1 ag-PAM: -35

How did CCOc1ccc(C2C(C#N)=C(N)Oc3nc[nH]c(=O)c32)cc1OC (stereo not drawn) do in these assays?
HTR1A agonist: -3.1; HTR1E antagonist: 1; 5-HT1A blocker: 2; HEK293 NFkB inh: 10; Jurkat tox 60K: 2; D1 allo mod: -0.44; S1P3 ag: -1.7; HTR1E agonist: -0.7; S1P1 ag-PAM: 3
